# TDP1 cell noCPT – qHTS for Inhibitors of human tyrosyl-DNA phosphodiesterase 1 (TDP1): qHTS in cells in absence of CPT; DT40 Tdp1-/- hTDP1 cells, no CPT, ATP luminescence, 48 h; Potency, µM (series often up to 46.2 µM), for inactives: at the top dose activity change, negative = growth inhibition, hits mostly inhibitors; hit rate 15% among 420,000; note: nearly all actives have a fitted effect of over 55% in size
#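 Seeded 400 DT40-hTDP1 cells/well (vehicle DMSO, no 20 nM CPT); pinned compounds; ≥48 hr at 37 °C; CellTiter-Glo luminescence as viability measure.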
# KAT2A inh – GCN5L2 (KAT2A) acetyltransferase inhibition; GCN5L2 HAT assay, ThioGlo1 CoA-SH fluorescence; Potency, µM (titrated, usually from 58.9 µM), for inactives: at the top dose activity change, negative = inhibition, usual class: inhibitors; hit rate 0.21% among 390,000
# Target sequence (Q92830 whole entry, looked up): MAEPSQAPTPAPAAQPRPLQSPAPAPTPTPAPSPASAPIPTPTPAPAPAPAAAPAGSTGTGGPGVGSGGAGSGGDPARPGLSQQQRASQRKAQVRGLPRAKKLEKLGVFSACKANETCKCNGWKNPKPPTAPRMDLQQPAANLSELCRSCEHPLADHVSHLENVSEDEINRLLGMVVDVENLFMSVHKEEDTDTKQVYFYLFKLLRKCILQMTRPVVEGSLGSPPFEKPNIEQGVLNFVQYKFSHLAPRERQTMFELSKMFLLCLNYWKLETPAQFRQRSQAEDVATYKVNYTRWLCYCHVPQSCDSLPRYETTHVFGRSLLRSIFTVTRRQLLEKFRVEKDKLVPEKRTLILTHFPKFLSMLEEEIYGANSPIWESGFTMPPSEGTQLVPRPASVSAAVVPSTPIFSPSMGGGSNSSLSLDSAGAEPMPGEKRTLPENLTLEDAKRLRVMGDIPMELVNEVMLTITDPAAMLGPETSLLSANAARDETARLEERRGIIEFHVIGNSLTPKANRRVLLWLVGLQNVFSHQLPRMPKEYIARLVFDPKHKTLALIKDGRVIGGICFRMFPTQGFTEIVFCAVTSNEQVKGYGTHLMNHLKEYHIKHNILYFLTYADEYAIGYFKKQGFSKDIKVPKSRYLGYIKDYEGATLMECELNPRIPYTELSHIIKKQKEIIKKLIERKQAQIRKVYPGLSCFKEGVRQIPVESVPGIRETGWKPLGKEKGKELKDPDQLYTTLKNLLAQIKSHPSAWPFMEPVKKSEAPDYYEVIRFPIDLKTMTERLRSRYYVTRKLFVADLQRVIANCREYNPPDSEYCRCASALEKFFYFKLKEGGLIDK
#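 Enzyme at 20nM final was mixed with library compounds for 15 min at room temperature. Peptide H3(1-25) at 75uM, acetyl-CoA at 70uM and ThioGlo1 at 50uM were then added. Plates were read immediately and after 20 min (Ex340nm/Em540nm).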
# TDP1 cell CPT – growth inhibition of DT40 Tdp1-/-;hTDP1 cells with camptothecin (screen for TDP1 inhibitors); chicken DT40 Tdp1-/-;hTDP1 cells + 20 nM CPT, ATP luminescence, 48 h; Potency, µM (titrated, usually from 46.2 µM), without a hit: at the top dose activity change, negative = growth inhibition, most hits filed as inhibitors; hit rate 12% among 420,000; AID 686979; note: nearly all actives have a fitted effect of over 55% in size
#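 Cell growth measured by CellTiter-Glo luminescence after a minimum 48 h, 37 C compound exposure with 20 nM CPT in Tdp1-knockout DT40 cells stably expressing hTDP1, seeded 400/well; qHTS titration format.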
# The depositor's hits bear a star; ? = inconclusive; · = no result given; [ ] = another dose, or the depositor's remark. Calls come from the whole dose curve; as a rule, active = well fitted curve in the direction sought with a large enough effect; inconclusive = small, poorly fitted or top-dose-only effect, or another doubt; inactive = no such curve, though single readings can be large; an effect the other way counts as inactive or inconclusive. % is set by controls: 0 for no effect and ±100 for the full control effect; potency is the fitted concentration of half-maximal effect. Random draw from the library. About 18% of those tested had a hit in this group.
No.	smiles	TDP1 cell noCPT	KAT2A inh	TDP1 cell CPT
1	CN1C=CC=C/C1=C1\SC(=S)N(Cc2ccccc2)C1=O	-9%	-1%	-9%
2	CCOc1ccc(NC(=O)CN2C(=O)CSc3ccc(S(=O)(=O)N4CCCC4)cc32)cc1	?	-12%	?
3	CSc1ccc(-c2nnn(Cc3ccc(Br)cc3)n2)cc1	-25%	-1%	-20%
4	CCOC(=O)C(C)(C)Sc1ncnc2nc[nH]c12	-10%	-3%	?
5	CCOC(=O)c1c(C)[nH]c(C)c1S(=O)(=O)N1CCCC(C(=O)Nc2ccc(OC)c(Cl)c2)C1 (configuration not stated)	-20%	-24%	-2%
6	Cc1cc(-n2c(C)nc3ccccc3c2=O)ccc1NC(=O)c1cccc([N+](=O)[O-])c1	12µM*	-2%	16µM*
7	Cc1cccc(-c2nc3c(cnn3-c3ccccc3)c(=O)n2-c2ccc(Cl)cc2)c1	15µM*	-20%	?
8	Cc1cccnc1NC(=O)c1cccc(S(=O)(=O)N2CCCC2)c1	-7%	-3%	14%
9	O=C(COc1ccc(Cl)cc1)NCCSCc1ccccc1Cl	-21%	-2%	0%
10	CC(C)c1nnc(NC(=O)c2cc3cc(Br)ccc3oc2=O)s1	-2%	-1%	-14%
11	Cc1ccc(S(=O)(=O)NCCC(=O)OCC(=O)NC(=O)c2cccn2C)cc1	10%	22%	0%
12	COc1cc(OC)cc(C(=O)OCc2ccc([N+](=O)[O-])cc2)c1	?	-3%	1%
13	COc1cc(C(=O)N/N=C/c2coc3ccc(Cl)cc3c2=O)ccc1O	-7%	?	-17%
14	Cc1onc(-c2ccccc2Cl)c1C(=O)OCC(=O)N1CCN(c2ccccc2)CC1	16µM*	-8%	?
15	CC(CCC(=O)O)C1CCC2C3CC(O)C4CC(O)CC[C@]4(C)C3CCC12C (some centres not stated)	-1%	·	-5%

# 2 compounds from above, reduced to TDP1 cell CPT and KAT2A inh:
no. | Molecule | TDP1 cell CPT | KAT2A inh
11 | Cc1ccc(S(=O)(=O)NCCC(=O)OCC(=O)NC(=O)c2cccn2C)cc1 | 0% | 22%
12 | COc1cc(OC)cc(C(=O)OCc2ccc([N+](=O)[O-])cc2)c1 | 1% | -3%

# Further structures.
No.	smiles	TDP1 cell noCPT	KAT2A inh	TDP1 cell CPT
16	Cc1cc(=O)c(C(=O)N[C@@H](C(=O)N[C@@H]2C(=O)N3C(C(=O)O)=C(CSc4nnnn4C)CS[C@H]23)c2ccc(O)cc2)c[nH]1	-1%	4%	14%
17	CC(=O)N1CCN(C(c2ccccc2)c2ccccc2)CC1	-27%	-12%	0%
18	CC(=O)c1ccc(NC(=O)COc2ccc3c(c2)OCO3)cc1	6%	-8%	2%
19	COc1ccc(N2CCN(C(=O)C3CCN(S(=O)(=O)c4cccc5nonc45)CC3)CC2)cc1	16µM*	1%	?
20	CCOC(=O)c1ccc(S(=O)(=O)NNC(=O)COc2cccc(C)c2)cc1	-11%	-1%	-9%
21	COc1ccc(NC(=O)COc2ccc(C(=O)OCC(=O)N(C(C)C)C(C)C)cc2OC)cc1	?	-5%	?
22	CCOc1cc(N2C(=O)CC3CS(=O)(=O)CC32)c(OCC)cc1NC(=O)c1ccccc1 (configuration not stated)	21µM*	-4%	?
23	COc1ccccc1NC(=O)Nc1nc(CC(=O)NCc2cccnc2)cs1	-14%	-5%	?
24	CCN(CC)CCCN(Cc1cc2cc(OC)c(OC)cc2[nH]c1=O)C(=O)Nc1ccccc1	-20%	-5%	?
25	CCOC(=O)C1CCCN(c2nc3ccccc3nc2C(C#N)C(=O)OC(C)C)C1 (configuration not stated)	?	-10%	?
26	COc1cc2c3c(c1)C(C)CC(C)(C)N3C(=O)C2=O (configuration not stated)	5.2µM*	-1%	2.6µM*
27	CCCn1c(SCC(=O)Nc2cc(C)on2)n[nH]c1=O	-13%	-2%	0%
28	COC(=O)[C@@]12C[C@@H](CC(=O)N3CCC(c4ccccc4)CC3)C(=O)N(Cc3ccccc3)C1=CCC(C)(C)C2	15µM*	·	18µM*
29	NC1=NC(=O)C2(COC(c3cccc([N+](=O)[O-])c3)OC2)S1 (configuration not stated)	-5%	-5%	4%
30	COc1ccc(-c2nc(N)nc(C(F)(F)F)c2-c2ccccc2OC)c(O)c1	23µM*	-15%	?
31	COc1ccc(N(CC(=O)NCCc2ccccc2)C(=O)CCC(=O)Nc2nccs2)cc1	?	1%	?
32	COC(=O)c1nc(N)sc1-c1ccc(OC)cc1	1%	-7%	-1%
33	Cc1cccc(NC(=O)CSc2nc3ccccc3nc2N2CCOCC2)c1C	?	1%	?
34	Cc1cccc(N2CCN(C(=O)c3cnn4c(C(F)F)cc(-c5ccccc5)nc34)CC2)c1C	?	-11%	?
35	CC(=O)c1ccc(NC(=O)CSc2nnc(Cc3cccn3C)n2-c2ccc(F)cc2)cc1	?	-3%	?
36	Cc1ccc(-c2[nH]nc3c2C(c2ccccc2OC(=O)N2CCOCC2)C(C#N)=C(N)O3)cc1 (configuration not stated)	2%	-5%	-1%
37	COc1ccc(CN2CCN(C(=O)c3ccc(S(=O)(=O)NCc4ccco4)cc3)CC2)cc1	18µM*	-1%	?
38	COc1cc(OC)cc(-c2c(C#Cc3ccsc3)c3cc(-c4ccc(OC)c(F)c4)ccc3n2C)c1	0%	-11%	-18%
39	COc1ccc(NC(=O)/C(C#N)=C/c2ccc(Sc3nncn3C)c([N+](=O)[O-])c2)cc1	26µM*	-5%	16µM*
40	Clc1ccc(-c2nc(Cc3ccccc3Cl)no2)cc1	-3%	-10%	6%
41	CCN1CCN(CC(O)COc2ccc(Cl)cc2)CC1 (configuration not stated)	4%	-1%	12%
42	CCCCCCCCCC1NC(C(=O)O)Cc2c1[nH]c1ccccc21 (configuration not stated)	-28%	·	-5%
43	CCOC(=O)c1c(NC(=S)NCCc2ccccc2)sc2c1CC(C(C)C)OC2 (configuration not stated)	?	4%	?
44	C=CCn1c(C(C)NC(=O)COC)nc2ccccc21 (configuration not stated)	-17%	-3%	-6%
45	Cc1c(Cl)cccc1N=C1SCCN1C(=O)CN1C(=O)NC2(CCCC2)C1=O	18µM*	-6%	?
46	O=C(NC1CCCCC1)C(c1ccccn1)N(C(=O)Cc1cccs1)c1ccc(Cl)cc1 (configuration not stated)	?	-15%	29µM*
47	O=c1cnc2cnc(N3CCOCC3)nc2n1Cc1ccc(F)cc1	?	-9%	?
48	CCCCCCCCNc1ccccc1S(=O)(=O)NCc1ccccc1	18µM*	-18%	?
49	COc1ccc(-c2cc3nc(C)cc(N4CCN(C(=O)c5ccco5)CC4)n3n2)cc1	12µM*	·	21µM*
50	O=C(O)c1[nH]c2ccccc2c1NS(=O)(=O)Cc1ccccc1	-1%	-4%	1%
51	COCCCN(C(=O)Nc1ccccc1)C(C)c1ccncc1 (configuration not stated)	1%	1%	7%
52	COC(=O)c1ccc(OC(=O)c2cccnc2SC)cc1	-7%	-6%	?
53	CN1CCN(C(=O)c2cnn(-c3ccc(F)cc3F)c2C2CCN(C(=O)OC(C)(C)C)CC2)CC1	4%	-22%	10%
54	CCOc1ccccc1CNC(=O)c1cnc2sc(N3CCCCCC3)nn2c1=O	?	-23%	?
55	Cc1cc(NC(=O)CSc2nc(-c3ccccc3)nc3c2c(=O)n(C)c(=O)n3C)no1	1%	?	5%
56	COc1ccc(N2CCN(C(=O)c3ccc(-c4ccccc4)cc3)CC2)cc1	-2%	-8%	1%
57	CNC(=O)c1cccc(NC(=O)CCCNC(=O)c2ccc(Cl)cc2)c1	-11%	-1%	11%
58	O=C1NC(=O)C2C1C(c1ccc([N+](=O)[O-])cc1)=NN2Cc1ccccc1 (configuration not stated)	7%	-13%	3%
59	CCC1CCCCN1C(=O)c1cc(COc2ccc(-n3cncn3)cc2)on1 (configuration not stated)	16µM*	-2%	18µM*
60	CCC1NC(=O)c2cccnc2-n2c1nc1cc(OC)c(OC)cc1c2=O (configuration not stated)	-4%	·	6%

# Shown screen by screen: entries from further up.
[59] CCC1CCCCN1C(=O)c1cc(COc2ccc(-n3cncn3)cc2)on1 (configuration not stated)
[57] CNC(=O)c1cccc(NC(=O)CCCNC(=O)c2ccc(Cl)cc2)c1
[58] O=C1NC(=O)C2C1C(c1ccc([N+](=O)[O-])cc1)=NN2Cc1ccccc1 (configuration not stated)

assay / entry | 59 | 57 | 58
TDP1 cell noCPT | 16µM* | -11% | 7%
KAT2A inh | -2% | -1% | -13%
TDP1 cell CPT | 18µM* | 11% | 3%

# Next entries
No.	smiles	TDP1 cell noCPT	KAT2A inh	TDP1 cell CPT
61	Cc1ccccc1Cc1c(C)nc2c(C(=O)NCc3ccc4c(c3)OCO4)cnn2c1C	?	16%	18µM*
62	COc1ccc(NC(=O)N(O)C2(C#N)CCCCC2)cc1	0%	·	4%
63	CCOc1cc(/C=N/NC(=O)C(O)(c2ccccc2)c2ccccc2)ccc1OC(=O)c1ccco1	?	·	?
64	CCOCCCNC(=O)CN1C(=O)COc2ccc(S(=O)(=O)N3CCC(C)CC3)cc21	15%	-21%	-4%
65	Cc1ccc(S(=O)(=O)N2[C@H](CC(=O)c3cccc4ccccc34)OC[C@@H]2C(C)C)cc1	?	·	?
66	Cc1nc(N2CCN(c3ccccc3F)CC2)[nH]c(=O)c1C	?	23%	?
67	Cc1ccc(C(=O)Nc2ccc(C(=O)OCc3cc(=O)n4ccsc4n3)cc2)cc1	0%	23%	18%
68	CC1CCCCN1C(=O)CNCc1ccc(F)cc1 (configuration not stated)	-11%	-15%	4%
69	O=C(CSc1nc2ncccc2[nH]1)Nc1ccc2c(c1)OCCO2	?	-10%	-24%
70	COc1ccc(C(=O)N2CCCC2(C#N)c2ccccc2)cc1[N+](=O)[O-] (configuration not stated)	10µM*	2%	18µM*
71	COc1ccc(-c2ccc(C(=O)O)c(=O)[nH]2)cc1	?	-1%	9%
72	Cn1cnnc1SCC(=O)Nc1nc(-c2ccccc2)cs1	?	3%	-9%
73	CN1CCN(C2=Nc3ccccc3Cc3ccccc32)CC1	?	·	-21%
74	C=CCn1c(SCc2cc(=O)n3cc(C)ccc3n2)nnc1-c1ccc(F)cc1	?	-2%	-18%
75	O=C(NCCCN1CCOCC1)c1c(F)c(F)c(F)c(F)c1F	7%	?	-4%
76	O=C1c2ccccc2C(=O)N1CCOc1cccc(Br)c1	-5%	-5%	0%
77	Cc1ccc(S(=O)(=O)N2CCN(c3nc(Nc4ccccc4O)nc4ccccc34)CC2)cc1	?	·	?
78	O=C(CSCc1ccccc1)Nc1ccc(F)c(F)c1	-26%	42%[activator]	-4%
79	COc1ccc(C2(C(=O)NC3CCCCC3)CCOCC2)cc1OC	-17%	-3%	-3%
80	CCn1c(CCNC(=O)c2ccc(F)cc2)nc2ccccc21	-4%	-2%	-26%
81	Cc1c(NC(=O)c2ccc(N(C)S(C)(=O)=O)cc2)c(=O)n(-c2ccccc2)n1C	-1%	-5%	-3%
82	Cc1ccc(-c2noc(C3CCN(C(=O)Nc4ccc(C#N)cc4)CC3)n2)o1	?	-6%	23µM*
83	COc1ccc(C(=O)NN(c2ccccc2)c2ccccc2)cc1	-5%	?	?
84	Cc1ccc(C)c(CN2C(=O)C3CCCN3c3ccc(C#N)cc32)c1 (configuration not stated)	2%	-1%	-12%
85	CCOC(=O)N1CCN(C(=O)c2noc(C(C)C)c2[N+](=O)[O-])CC1	0%	-2%	-14%
86	CCOC(=O)Nc1c(O)ccc2oc(C)c(-c3ccccc3)c12	?	1%	?
87	Cc1ccccc1Sc1ccc(N)cn1	-16%	·	-3%
88	COc1ccc(C(=O)/C=C/Nc2ccc([N+](=O)[O-])cc2C)c(OC)c1	?	1%	-24%
89	OC(COC(c1ccccc1)c1ccccc1)CN1CCc2ccccc2C1 (configuration not stated)	21µM*	3%	?
90	Cc1ccc(-c2nnc(SCC(=O)N/N=C/c3cccs3)n2-c2ccc(C)cc2)cc1	15µM*	-1%	?
91	CCOC(=O)C1(Cc2ccc(OC)cc2)CCN(S(C)(=O)=O)CC1	-6%	2%	-12%
92	Cc1cc(OC(=O)c2ccc(F)cc2)c([N+](=O)[O-])c(=O)[nH]1	-4%	-4%	-2%
93	COc1ccc(-c2cccc3c2C2CC3CCN2C(=O)OCc2ccccc2)cc1 (configuration not stated)	?	·	?
94	CC(=O)Nc1sc2c(c1C#N)CCCC2	4%	·	6%
95	O=C(COC(=O)c1ccc(NS(=O)(=O)c2cccs2)cc1O)Nc1nc2ccccc2s1	-2%	-17%	5%
96	O=C(O)c1ccccc1NC(=O)c1ccccc1-c1ccccc1C(=O)O	11%	-18%	?
97	Cc1[nH]n(C2=NCCS2)c(=O)c1N=Nc1cccc(C(F)(F)F)c1	2.6µM*	-9%	3.7µM*
98	COc1ccc(CCNc2nc(-c3ccc(F)cc3)c(CC(=O)O)s2)cc1OC	26µM*	-6%	15µM*
99	COc1cc(OC)cc(C(=O)N[C@H](C(=O)NCc2ccc(F)cc2)C(C)C)c1	?	-5%	-5%

# High-throughput results: PubChem BioAssay, National Center for Advancing Translational Sciences (NCATS)
